Rin1 Abl inh: inhibitors of Rin1-Abl protein binding, primary screen, biochemical, TR-FRET | Tyrosine-protein kinase ABL1 (Homo sapiens) + Ras and Rab interactor 1 (Homo sapiens), … | inhibition, % at 7.35 µM | actives 0.4% (n = 360,000); in the data active = inhibition above about 5%, passing the limit was not always enough
MsrA act: bovine MsrA enzyme activators, primary screen, biochemical, absorbance, HTS; Methionine sulfoxide reductase A (Bos taurus); AID 602163, 2012; activation, % at 10.6 µM; purified bovine MsrA, absorbance read-out; actives 0.3% (n = 360,000); in the data active = activation above about 7.5%;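 note: 0% = vehicle and 100% = reference activator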
FAS-TE inh: FAS thioesterase domain inhibitors, primary screen, biochemical, fluorescence intensity, uHTS. inhibition, % at 15 µM. recombinant FAS-TE, OMFH fluorogenic substrate, fluorescence endpoint. AID 602261, 2012. actives 0.67% (n = 360,000);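 active = compounds whose normalised, plate-corrected inhibition of enzyme fluorescence in the single-dose primary screen is 50% or more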;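 note: 0% = DMSO with enzyme and 100% = substrate without enzyme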
MT1-MMP act inh: blockers of MT1-MMP proenzyme processing, primary screen, HT1080 RFP-PRO-GFP cells, GFP/RFP fluorescence. Matrix metalloproteinase-14 (Homo sapiens), P50281. GFP/RFP ratio fluorescence, overnight; percent of plate control window, DMSO zero. GFP/RFP ratio change, % at 20 µM. AID 651647, 2012. actives 0.061% (n = 360,000);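 active = GFP/RFP ratio change of at least 30% with cell ATP level not reduced by more than half and red fluorescence within 50% of control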; note: strong numbers were not always called active
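Material – HT1080 RFP-PRO-GFP cells · Control set – DMSO wells and RFP-L50D-GFP cells · Incubation – overnight cell settling, then overnight compound exposure, 37 °C, 5% CO2 · Compound dosing – single-point 20 µM compound, 1% DMSO · Read-out – GFP/RFP fluorescence ratio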
CSN deneddyl inh: inhibitors of CSN-mediated cullin deneddylation, primary screen, biochemical, fluorescence polarization, uHTS. inhibition, % at 12.5 µM. actives 0.38% (n = 360,000). Purified CSN, SCF-Nedd8-OG deneddylation;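 active = pattern-corrected inhibition above about 35%, with an unprinted fluorescence ratio check between 0.5 and 1.5, limit read from the data, passing the limit was not always enough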;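 note: 0% = enzyme with substrate and 100% = substrate without enzyme; some results filed as inactive read as strong as hits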
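Assay system: Purified human Csn5 enzyme expressed in HEK293T cells | Amount: Enzyme 0.24 nM | Measured by: Fluorescence polarization readout | Medium: Tris/NaCl/DTT buffer, pH 7.5 | Compound dosing: One concentration, 12.5 µM, 0.25% DMSO | Times: 90 min incubation of compound, enzyme and substrate at room temperature | Control set: no-enzyme wells high, enzyme-with-substrate wells low | Read-out: % inhibition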
Rpn11 block: Rpn11 (PSMD14) deubiquitinase inhibitors, primary screen, biochemical, fluorescence polarization, uHTS. 26S proteasome non-ATPase regulatory subunit 14 (Homo sapiens), O00487. calls only at 20 µM. human 26S proteasome, Ub4-pepOG fluorescence polarization; 20S core pre-blocked with epoxomicin. actives 0.59% (n = 360,000);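 active = inhibition at 20 µM, scaled to each plate's controls, above about 33%, limit read from the data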
Target sequence (O00487 whole entry, looked up): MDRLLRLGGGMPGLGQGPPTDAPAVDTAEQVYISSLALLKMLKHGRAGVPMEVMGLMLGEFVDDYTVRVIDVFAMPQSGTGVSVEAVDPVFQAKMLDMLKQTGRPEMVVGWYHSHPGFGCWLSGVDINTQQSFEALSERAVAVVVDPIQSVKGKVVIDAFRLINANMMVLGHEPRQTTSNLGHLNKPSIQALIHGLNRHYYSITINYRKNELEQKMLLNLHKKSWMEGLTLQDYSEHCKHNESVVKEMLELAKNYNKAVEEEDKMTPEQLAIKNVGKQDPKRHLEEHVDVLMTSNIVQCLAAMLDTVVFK
eLon inh: inhibitors of E. coli Lon protease, primary screen, biochemical, fluorescence polarization; inhibition, % at 7.94 µM; actives 0.42% (n = 360,000); purified E. coli Lon protease; AID 602123, 2011; in the data active = inhibition above about 13%, passing the limit was not always enough;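 note: 0% = enzyme with probe and DMSO and 100% = no enzyme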
MLLE-PAM2 inh: inhibitors of PABP1 MLLE–PAM2 peptide binding, primary screen, biochemical, fluorescence polarization, FITC-PAM2, GST-MLLE; Polyadenylate-binding protein 1 (Homo sapiens), P11940; actives 0.36% (n = 360,000); inhibition, % at 20 µM; AID 588489, 2011; in the data active = inhibition above about 35%, passing the limit was not always enough;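 note: plate controls were DMSO wells with GST-MLLE for no effect and wells lacking GST-MLLE protein for full effect; some results filed as inactive read as strong as hits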
Target sequence (P11940 whole entry, looked up): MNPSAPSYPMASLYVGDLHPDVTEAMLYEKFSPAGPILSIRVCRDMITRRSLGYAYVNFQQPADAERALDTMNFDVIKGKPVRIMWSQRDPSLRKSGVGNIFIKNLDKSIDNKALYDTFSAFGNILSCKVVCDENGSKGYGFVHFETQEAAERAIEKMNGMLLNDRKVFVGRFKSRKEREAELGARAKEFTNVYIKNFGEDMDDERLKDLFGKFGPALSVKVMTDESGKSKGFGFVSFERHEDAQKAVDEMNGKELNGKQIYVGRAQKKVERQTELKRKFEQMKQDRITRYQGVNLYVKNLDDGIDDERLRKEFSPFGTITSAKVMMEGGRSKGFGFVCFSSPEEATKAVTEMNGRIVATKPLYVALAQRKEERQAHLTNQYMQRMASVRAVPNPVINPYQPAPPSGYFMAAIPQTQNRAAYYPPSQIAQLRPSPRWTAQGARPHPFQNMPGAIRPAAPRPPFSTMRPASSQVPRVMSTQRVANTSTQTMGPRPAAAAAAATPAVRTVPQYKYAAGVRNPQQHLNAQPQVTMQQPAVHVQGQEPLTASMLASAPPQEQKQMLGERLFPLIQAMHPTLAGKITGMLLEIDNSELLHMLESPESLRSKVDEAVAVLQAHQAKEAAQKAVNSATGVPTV
MsrA inhibitor: bovine MsrA enzyme inhibitors, primary screen, biochemical, absorbance, HTS; actives 0.75% (n = 360,000); inhibition, % at 15.5 µM; purified bovine MsrA, absorbance read-out; Methionine sulfoxide reductase A (Bos taurus); AID 651718, 2012; in the data active = inhibition above about 4.5%;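 note: 0% = vehicle wells with enzyme and 100% = reference inhibitor wells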
* marks the source's active call; other numbers are inactive results; i = inactive; nt = no result given.

Sample of the layout, 2 compounds:
1. O=C(OCC(=O)N1CCOCC1)c1ccccc1SCC(=O)N1CCCC1
2. COCCN(C(=S)Nc1ccc(C)cc1)C(C)c1cccnc1 (stereo not given)

assay / entry	1	2
Rin1 Abl inh	0	-1
MsrA act	-7	-1
FAS-TE inh	-11	-4
MT1-MMP act inh	2	2
CSN deneddyl inh	0	2
Rpn11 block	i	i
eLon inh	-3	1
MLLE-PAM2 inh	23	-16
MsrA inhibitor	-0.8	0.7

Main list (from the top)
1. O=C(OCC(=O)N1CCOCC1)c1ccccc1SCC(=O)N1CCCC1
2. COCCN(C(=S)Nc1ccc(C)cc1)C(C)c1cccnc1 (stereo not given)
3. COc1cc(C#Cc2c(-c3ccccc3)n(C)c3ccccc23)cc(OC)c1
4. CCCN(C(=O)Cc1c(C(=O)O)n(C)c2ccccc12)c1cccc(C)c1
5. O=C(CC1SCCNC1=O)Nc1cccc(C(F)(F)F)c1 (stereo not given)
6. COc1ccc2c(C)cc(=O)oc2c1C
7. Cc1cc(NN)nc(NS(=O)(=O)c2ccccc2Cl)n1
8. CCc1cccc(CC)c1-n1c(SCn2nnc3ccccc3c2=O)nnc1-c1cccnc1
9. O=C(OCC(=O)C12CC3CC(CC(C3)C1)C2)c1cccnc1Cl
10. O=C(Nn1cnc2ccccc2c1=O)c1ccccc1

assay / entry	1	2	3	4	5	6	7	8	9	10
Rin1 Abl inh	0	-1	3	0	7.8*	-1	-3	-2	-2	1
MsrA act	-7	-1	-3	-2	-17	0	-4	-10	-3	-2
FAS-TE inh	-11	-4	27	6	-5	-6	-5	1	15	-8
MT1-MMP act inh	2	2	-5	1	1	0	1	-5	6	8
CSN deneddyl inh	0	2	-1	2	-1	-2	1	1	0	4
Rpn11 block	i	i	i	i	i	i	i	i	i	i
eLon inh	-3	1	8	-1	-3	1	3	-2	5	7
MLLE-PAM2 inh	23	-16	2	-1	5	-1	-1	-20	-1	-5
MsrA inhibitor	-0.8	0.7	3.0	-2.3	-1.0	3.0	3.0	-0.5	0.2	0.7

11. CS(=O)(=O)NCCNc1ncc(C(F)(F)F)cc1Cl
12. CC1CN(C(=O)CCC(=O)N2CCOCC2)c2ccccc2O1 (stereo not given)
13. COCCN(CCOC)S(=O)(=O)c1ccc(C(=O)Nc2nc(-c3ccccc3)c(C(=O)c3ccccc3)s2)cc1
14. COc1ccccc1C1NC(=O)NC(C)=C1C(=O)OCC1CCCCC1 (stereo not given)
15. COc1ccccc1NC(=O)c1cccs1
16. Cc1cccc(NS(=O)(=O)c2ccc3[nH]c(=O)cc(C(=O)OC(C)C(=O)Nc4ccc([N+](=O)[O-])cc4)c3c2)c1 (stereo not given)
17. CCOCCCNC(=O)c1ccccc1SCC
18. CN(Cc1ccccc1)C(=O)COC(=O)C1CCN(S(=O)(=O)c2ccc(Cl)c(C(F)(F)F)c2)CC1
19. O=C(NCC1CCN(c2ccc(S(=O)(=O)N3CCOCC3)cc2)CC1)Nc1ccccc1
20. Cc1sc2nc(C3CC3)nc(N3CCN(C(=O)c4ccccc4F)CC3)c2c1C

assay / entry	11	12	13	14	15	16	17	18	19	20
Rin1 Abl inh	-1	-3	-2	2	-2	-5	0	2	1	4
MsrA act	-1	-1	-2	2	-12	-5	0	-3	-6	-3
FAS-TE inh	-4	-6	4	10	-6	87*	-3	20	4	19
MT1-MMP act inh	3	-9	7	-2	-3	0	1	0	2	-4
CSN deneddyl inh	-1	5	-3	-1	3	-6	2	2	4	2
Rpn11 block	i	i	i	i	i	i	i	i	i	i
eLon inh	2	-3	-8	-1	1	-5	-4	-3	10	-7
MLLE-PAM2 inh	6	3	-1	-2	0	0	13	-21	-1	0
MsrA inhibitor	-1.4	2.0	-0.7	0.2	-0.2	4.0	-0.3	0.6	0.1	1.1

21. O=S(=O)(CCn1cccc1)CCn1cccc1
22. O=C(CSC(=S)N1CCOCC1)c1ccccc1
23. COc1cc(C=NNc2ccccc2)ccc1OC(=O)c1ccccc1
24. Cn1nc(C(F)(F)F)cc1C(=O)O
25. O=c1oc(-c2ccc(O)c(O)c2)cc2cc(O)cc(O)c12
26. N#Cc1ccc(C2=CC(=O)C[C@H](c3ccc(Cl)cc3)C2)cc1
27. CC(C)(Oc1ccc(Cl)cc1)C(=O)NC1CC1
28. CCOC(=O)/C=C/C(=O)OCC(=O)Nc1ccc(C)cc1
29. O=C(/C=C/c1ccccc1)Nc1ccc2c(c1)C(=O)NC2=O
30. COc1cccc(CNc2nc3nc(C)cc(=O)n3[nH]2)c1

assay / entry	21	22	23	24	25	26	27	28	29	30
Rin1 Abl inh	-4	0	-1	0	2	1	1	1	-3	3
MsrA act	1	4	-1	-5	-10	-8	-3	-5	-2	-3
FAS-TE inh	-3	-3	22	-5	-4	26	-2	-2	2	-7
MT1-MMP act inh	-3	-1	-2	-1	0	1	-1	-1	1	2
CSN deneddyl inh	-3	-3	-3	3	8	-1	-2	0	-2	-1
Rpn11 block	i	i	i	i	i	i	i	i	i	i
eLon inh	8	0	0	-7	2	6	-3	-1	-2	0
MLLE-PAM2 inh	6	10	-7	14	-13	6	-4	7	-1	2
MsrA inhibitor	-0.2	1.4	-0.2	-0.4	1.8	0.3	0.6	-0.4	0.9	0.2

Profiles from above. Order of values: Rin1 Abl inh, MsrA act, FAS-TE inh, MT1-MMP act inh, CSN deneddyl inh, Rpn11 block, eLon inh, MLLE-PAM2 inh, MsrA inhibitor
O=c1oc(-c2ccc(O)c(O)c2)cc2cc(O)cc(O)c12 is listed with 2, -10, -4, 0, 8, i, 2, -13, 1.8
COc1cc(C=NNc2ccccc2)ccc1OC(=O)c1ccccc1 is listed with -1, -1, 22, -2, -3, i, 0, -7, -0.2
N#Cc1ccc(C2=CC(=O)C[C@H](c3ccc(Cl)cc3)C2)cc1 is listed with 1, -8, 26, 1, -1, i, 6, 6, 0.3
COc1cccc(CNc2nc3nc(C)cc(=O)n3[nH]2)c1 is listed with 3, -3, -7, 2, -1, i, 0, 2, 0.2

Next records:
31. COCCCN1C(=O)c2ccc(C(=O)OCC(=O)N3CCN(c4ccccc4)CC3)cc2C1=O
32. O=C(c1ccccc1)c1cc2cc(Cl)ccc2[nH]1
33. c1ccc(SCCOCCN2CCOCC2)cc1
34. CCOC(=O)N1CCN(S(=O)(=O)c2c(C)nc3sccn3c2=O)CC1
35. Cc1ccc2c(CC(=O)NCc3ccc4c(c3)OCO4)coc2c1
36. COc1cc(/C=C(\C#N)c2nn(CCO)c(N)c2C#N)cc(OC)c1OC
37. O=C(NCCO)C(F)(F)C(F)(F)C(F)(F)OC(F)(C(=O)NCCO)C(F)(F)F (stereo not given)
38. Cc1ccc(/C=N/Nc2ncnc3nc[nH]c23)cc1
39. O=c1[nH]c(SCc2cccc([N+](=O)[O-])c2)nc2[nH]ncc12
40. O=C(Nc1ccccc1C(=O)N1CCCCCC1)c1cccc(S(=O)(=O)N2CCOCC2)c1

assay / entry	31	32	33	34	35	36	37	38	39	40
Rin1 Abl inh	-3	1	1	0	0	-3	2	-2	6	-1
MsrA act	-7	-3	-3	-4	-12	-5	-3	-7	-6	-2
FAS-TE inh	-2	2	-6	-4	2	-6	-10	-17	-2	-7
MT1-MMP act inh	0	-5	1	-3	5	9	-1	0	0	-2
CSN deneddyl inh	-2	-3	3	-4	-1	1	1	0	0	-7
Rpn11 block	i	i	i	i	i	i	i	i	i	i
eLon inh	-8	0	0	-5	-1	-2	-5	-4	-3	-7
MLLE-PAM2 inh	-10	4	-3	-6	0	-28	7	34	-4	7
MsrA inhibitor	-0.2	0.2	-1.1	1.3	-0.7	3.0	-0.2	3.0	3.1	-0.6

41. CC1CN(S(=O)(=O)c2ccc(C(=O)N3CCc4ccccc43)cc2)CC(C)O1 (stereo not given)
42. O=S(=O)(NCCSCc1c(Cl)cccc1Cl)c1ccc2c(c1)OCCO2
43. O=C(NCc1cccs1)C1CCN(S(=O)(=O)c2ccccc2F)CC1
44. O=C(NCc1cccs1)C1CC(c2ccc(Cl)c(Cl)c2)=NO1 (stereo not given)
45. COc1ccc(C)cc1NC(=O)CCS(=O)(=O)c1ccc2c(c1)CCN2C(C)=O
46. CCc1nnc(NC(=O)CSc2nnc(C)n2Cc2ccccc2)s1
47. O=C(COC(=O)CCC1CCCCC1)Nc1ccc(OC(F)F)cc1
48. O=C(CN1CCCCCCC1)Nc1cc(Cl)cc(Cl)c1
49. O=C(Nc1ncc2c(n1)CC(c1ccco1)CC2=O)c1ccccc1 (stereo not given)
50. Cc1ccc(CCNC(=O)CCS(=O)(=O)c2cc3c(cc2C)NC(=O)CO3)cc1

assay / entry	41	42	43	44	45	46	47	48	49	50
Rin1 Abl inh	-1	-4	2	3	0	0	4	3	2	-1
MsrA act	-8	-3	-10	-2	-12	-2	-8	0	-3	-1
FAS-TE inh	0	26	-7	19	-11	-3	22	15	-4	-6
MT1-MMP act inh	-4	2	1	0	nt	8	3	2	5	1
CSN deneddyl inh	5	-1	8	-3	-2	7	-2	-4	-5	-6
Rpn11 block	i	i	i	i	i	i	i	i	i	i
eLon inh	8	-1	-7	4	-4	-6	4	12	0	-15
MLLE-PAM2 inh	-10	-4	-2	-8	-3	8	12	8	11	3
MsrA inhibitor	-1.1	0.6	-0.8	0.9	-0.9	-0.8	-1.1	0.6	0.2	-0.6

51. COC(=O)C1C(=O)C=C(Nc2ccc(F)cc2F)CC1c1ccccc1 (stereo not given)
52. Cn1c(=O)cc(OCCCC(=O)NCc2ccc(F)cc2Cl)c2ccccc21
53. COCCCn1nnnc1SCC(=O)Nc1ccc2c(c1)OCCO2
54. Cc1cc(=O)n(-c2ccc(Cl)cc2)c(=O)[nH]1
55. COc1ccc(CNC(=O)COC(=O)c2ccc(C)c(S(=O)(=O)N3CCOCC3)c2)cc1OC
56. O=C(NCc1ccccn1)c1ccccc1OCc1ccccc1Cl
57. O=C(O)c1cc(NC(=O)c2ccc(Cl)c([N+](=O)[O-])c2)cc(C(=O)O)c1
58. COc1ccc(Cl)cc1Nc1nc(-c2sc(NC(=O)c3ccco3)nc2C)cs1

assay / entry	51	52	53	54	55	56	57	58
Rin1 Abl inh	-2	4	2	1	3	-1	3	3
MsrA act	-4	-5	-3	-3	1	0	-2	-1
FAS-TE inh	-8	-5	-4	-3	-3	3	-3	1
MT1-MMP act inh	1	9	1	1	-2	-2	2	-1
CSN deneddyl inh	-2	-2	0	-4	1	3	2	9
Rpn11 block	i	i	i	i	i	i	i	i
eLon inh	-1	3	-6	6	0	-10	-7	-26
MLLE-PAM2 inh	-8	3	6	4	0	5	9	-26
MsrA inhibitor	1.2	1.5	-1.2	1.6	0.3	1.3	1.4	0.3
